H9c2 TAG inh: inhibitors of triacylglycerol accumulation, primary screen, cell-based, uHTS, fluorescence, H9c2. 0.66% of 230,000 active. AID 651582, 2012. inhibition, % at 12.5 µM. H9c2 cells, Nile Red lipid (TAG) fluorescence; cells loaded with 200 µM oleic acid;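 active means pattern-corrected inhibition of lipid staining of at least 50% with the nuclear-stain viability signal not falling by more than 50%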;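 further: 0% = DMSO wells and 100% = triacsin C control wells; some results filed as inactive read as strong as hits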
H9c2 TAG inh DAPI viability: further read-out of H9c2 TAG inh, marked with its call; DAPI nuclei signal change (viability), lower = more cytotoxic, %;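 whole-well DAPI fluorescence read on a plate reader as a viability signal; minus 50 percent equals half of cells still viable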
An asterisk follows results filed as active. A portion of the library; rates above refer to the full screens.

structure,H9c2 TAG inh,H9c2 TAG inh DAPI viability
COc1ccc(Nc2nnc(SCC(=O)N(CC(C)C)C3CCS(=O)(=O)C3)s2)cc1 (stereo unspecified),25,-9
O=C(Nc1ccc(C#Cc2ccccc2)cc1)C1CC1,39,-7
O=C(O)c1cn(-c2ccc(F)cc2)c2cc(N3CCNCC3)c(F)cc2c1=O,-15,-4
COc1ccc(Cl)cc1NC(=O)CN(C)C(=O)/C=C/c1ccco1,-13,4
CN(C)S(=O)(=O)c1ccc(C(=O)N2CCN=C2SCc2cccnc2)cc1,-12,-6
COc1ccc(OCC(=O)Nc2ccccc2C(=O)NC2CC2)cc1,3,117
O=C(Nc1ccc(OC(F)(F)F)cc1)Nc1cccnc1,-17,6
CC1(C)CC(=O)c2cc(OCC(=O)NCCN3CCOCC3)ccc2O1,9,13
CCN(CC(=O)Nc1c(F)cccc1F)C(=O)CCc1ccc(OC)cc1,14,-10
CCN=C1S/C(=C\c2ccc(Sc3ccc(Cl)cc3)o2)C(=O)N1CC,15,-10
CCCCNCc1nc2ccccc2c(=O)[nH]1,-1,-6
CCOC(=O)c1c(NC(=O)CN2CCOCC2)sc2c1CCCC2=O,25,-8
O=C1C(Cc2ccccc2)Nc2ncnc(N3CCN(c4ccccc4)CC3)c2N1Cc1ccc(Cl)cc1 (stereo unspecified),-4,-13
Nc1ncnc2c1ncn2[C@@H]1O[C@H](CNC(=O)[C@H](N)Cc2cscn2)[C@@H](O)[C@H]1O,1,-10
CCOC(=O)Cc1csc(NC(=O)CSc2nnc(C)n2C)n1,-14,4
Clc1ccc(-n2nnnc2-c2cnc(-c3ccncc3)nc2-c2cccs2)cc1,5,-7
C=CC[C@H](CC(=O)NCCO)C(=O)N[C@@H](COC(=O)[C@@H](CC=C)CC(=O)OC(C)(C)C)Cc1c[nH]c2ccccc12,-11,5
CC(=O)Nc1ccc(S(=O)(=O)N2CCSC2)cc1,7,-2
Nc1ccccc1SCC(=O)Nc1ccc(N2CCOCC2)cc1,10,1
Cc1ccc(C)c(S(=O)(=O)N2CCN(C(=O)C3CCN(C(=O)c4ccc(F)cc4)CC3)CC2)c1,-9,-8
Cc1cc(O)c(C=Nc2cccc(Cl)c2)c(=O)o1,-6,-7
CCC1(c2ccc(OC)cc2)NC(=O)N(CC(=O)c2ccc3c(c2)OCCO3)C1=O (stereo unspecified),5,-4
O=C(NC1CCCC1)C1CCN(c2cnccn2)CC1,4,0
COc1cccc(CN(C)C[C@H]2OCc3cnnn3CCCC(=O)N([C@H](C)CO)C[C@@H]2C)c1,-7,9

4 entries drawn at random from those above, as already listed:
structure,H9c2 TAG inh,H9c2 TAG inh DAPI viability
Nc1ccccc1SCC(=O)Nc1ccc(N2CCOCC2)cc1,10,1
CC(=O)Nc1ccc(S(=O)(=O)N2CCSC2)cc1,7,-2
C=CC[C@H](CC(=O)NCCO)C(=O)N[C@@H](COC(=O)[C@@H](CC=C)CC(=O)OC(C)(C)C)Cc1c[nH]c2ccccc12,-11,5
CCC1(c2ccc(OC)cc2)NC(=O)N(CC(=O)c2ccc3c(c2)OCCO3)C1=O (stereo unspecified),5,-4

Next records follow.
structure,H9c2 TAG inh,H9c2 TAG inh DAPI viability
N#Cc1cc([N+](=O)[O-])ccc1NC(=O)COC(=O)CN1C(=O)C2CCCCC2C1=O (stereo unspecified),8,2
CCN(CCn1cccn1)C(=O)CC1C(=O)NCCN1Cc1ccc(F)cc1 (stereo unspecified),13,-3
Cc1csc(NC(=O)c2cccnc2Cl)n1,5,-11
CCc1cc(C(=O)Nc2ccccc2N2CCOCC2)sc1C,-3,-2
O=C(O)C1Sc2[nH]c(=O)sc2C2c3ccc(O)cc3OC(=O)C12 (stereo unspecified),8,-7
COc1cc(NC(=O)c2cccc(S(=O)(=O)N3CCCCC3)c2)cc(OC)c1OC,-15,4
COc1ccc(OC)c(/C=C/C(=O)OCC(=O)N2CCCC2)c1,-7,2
Fc1cc(F)cc(Nc2nc(Cl)nc(NC3CCCC3)n2)c1,37,-9
Brc1ccc(-c2nc3ncccn3c2Nc2ccc3c(c2)OCCO3)o1,-17,-8
COC(=O)c1ccc(C(=O)OC)c(NC(=O)C2CCCO2)c1 (stereo unspecified),0,-2
COc1cc(Cl)ccc1NC(=O)COc1ccccc1C(=O)NN,-9,19
Cc1cc(N=Nc2ccc(Cl)cc2)cc(CN2CCOCC2)c1O,20,3
Cc1cc(C)nc(NC(=O)c2ccc(Br)s2)n1,-7,4
Cc1ccc(OCc2n[nH]c(=S)n2N)cc1C,0,-7
COCCCN1C2=C(C(=O)CC(C)(C)C2)C(c2ccc(OC)c(OC)c2)C2=C1CC(C)(C)CC2=O,7,0
COC(=O)c1ccccc1NC(=O)COC(=O)CSc1nnc(N)s1,7,-4
COc1ccc(CCN2C(=O)c3cccnc3C2=O)cc1OC,3,3
Cn1c(=O)c2c(ncn2CCCC(=N)N2CCOCC2)n(C)c1=O,4,3
O=C(CSc1ccccn1)Nc1ccc2c(c1)oc1ccccc12,-2,2
O=C(CCC1COc2ccccc2O1)Nc1ccccn1 (stereo unspecified),6,-8
CC12CCC(=O)N1C(C(=O)N1CCN(S(=O)(=O)c3ccccc3F)CC1)CS2 (stereo unspecified),12,0
O=C(COc1ccccc1)Nc1ccc(-c2ccc(N3CCOCC3)nn2)cc1,7,1
Cc1ccc(N2CCN(S(=O)(=O)c3ccc(C)cc3)CC2)cc1,-9,3
CC(C)C[C@H](NC(=O)c1nc[nH]c1C(=O)NC(c1ccccc1)c1ccccc1)C(=O)OCc1ccccc1,-19,5

The results go on.
Order of results – H9c2 TAG inh | H9c2 TAG inh DAPI viability
- COc1ccc(NC(=O)CN(C)C(=O)c2ccccc2Sc2ncnc3sc(C)c(C)c23)cc1
    4 | 1
- CCOc1cc(C(=O)NCc2ccco2)cc(OCC)c1OCC
    12 | -5
- Cc1ccc(CN2CCN(CC(C)C)C(CCO)C2)s1 (stereo unspecified)
    5 | 8
- Cn1c2c(c(=O)n(C)c1=O)CN(CCc1ccccc1)CN2
    -6 | 5
- O=C(NNc1ccc(F)cc1F)C1CCC1
    3 | 4
- COc1ccc(NC(=O)c2cc(OC)c(OC)c(OC)c2)cc1S(=O)(=O)N1CCCCC1
    12 | 9
- Cc1cc(C)c(NC(=O)OCCN2CCOCC2)c(C)c1
    -11 | 6
- CCCCCCCC[n+]1c(C)n(-c2ccccc2)c2ccc(NC(C)=O)cc21
    16 | -17
- COCCOC(=O)c1c(NC(=O)CN(C)c2ccccc2)sc(C(N)=O)c1C
    7 | -6
- CC(C)CNC(=S)N(CCN(C)C)Cc1cc2cc3c(cc2[nH]c1=O)OCO3
    8 | 16
- O=C(Nc1ccccc1)Nc1cccn(Cc2c(F)cccc2Cl)c1=O
    12 | -10
- Cc1cc(NS(=O)(=O)Cc2ccccc2)cc(C)c1OCC(=O)N1CCOCC1
    27 | -13
- Cc1ccc(C(=O)CSc2nnc(COc3ccc(C#N)cc3)n2-c2ccccc2)cc1
    -17 | 3
- CC(=O)Nc1ccc2nc(-c3ccco3)[nH]c2c1
    5 | -4
- CCOC(=O)CNC(=O)N1CCCC(N(C)CCc2ccccc2)C1 (stereo unspecified)
    12 | -13
- Cc1ccccc1C(=O)Nc1ccnn1C1CCN(Cc2ccncc2)CC1
    -2 | 14
- N#Cc1c([N+](=O)[O-])cc([N+](=O)[O-])cc1S(=O)(=O)Cc1ccccc1
    20 | -25
- CN(C)C(=O)CN1CCN(Cc2cn(C)nc2-c2ccc3c(c2)OCCO3)CC1
    19 | 9
- N#Cc1ccc(CN2CCN(C(=O)CNC(=O)Cc3ccccc3)CC2)cc1
    4 | -7
- COc1ccc(-c2cc(=O)oc3c(C)c(O)c(CN(C)C)cc23)cc1
    11 | 5
- CCC(=O)Nc1ccc(N2CCOCC2)c(S(=O)(=O)Nc2ccc(Cl)cc2)c1
    12 | -2
- CC(C)=C1SC(N2CCN(Cc3ccccc3)CC2)=NC1=O
    -6 | -5
- O=C(c1ccc2c(c1)C(=O)N(c1ccc(Cl)cc1)C2=O)N1CCN(c2ccccn2)CC1
    -6 | 4
- Cc1ccc(C)c(S(=O)(=O)N/N=C/c2ccc(N(C)C)cc2)c1
    -1 | 2
- COc1ccc(N2CCC(CNC(=S)Nc3cc(C)cc(C)c3)C2)cc1 (stereo unspecified)
    -11 | 6
- CN(CCc1ccccn1)C1CCCN(S(=O)(=O)c2ccc(F)c(Cl)c2)C1 (stereo unspecified)
    -16 | 8
- c1coc(-c2nc3c4c5c(sc4ncn3n2)CCCC5)c1
    6 | -8
- CC(/C=C/c1ccccc1F)=N\NC(=O)c1ccc(Cl)cc1
    -5 | -12
- Cc1ccsc1/C=N/Nc1ncnc2nc[nH]c12
    20 | 4
- COc1ccc(-c2ccc(CN3C(C)C(=O)N(Cc4cn(CCC5OCCO5)nn4)CCS3(=O)=O)cc2)cc1OC (stereo unspecified)
    -10 | 2
- O=C(NC1CCS(=O)(=O)C1)c1cnccn1 (stereo unspecified)
    -4 | -8
- O=C(Oc1coc(CSc2ncccn2)cc1=O)c1cccc([N+](=O)[O-])c1
    -14 | 5
- CCOC(=O)c1cnc(SC2CC(=O)N(c3cccc(OC)c3)C2=O)nc1N (stereo unspecified)
    -23 | 7
- COc1cc(C(CCN2CCCCC2)c2c(OC)cc(OC)c3c(-c4ccccc4)cc(=O)oc23)cc(OC)c1OC (stereo unspecified)
    58* | -30*
- O=C(O)C(Cc1ccccc1)N1C(=O)/C(=C/c2cccnc2)SC1=S (stereo unspecified)
    15 | -4
- CCN(CC(=O)Nc1ccc2c(c1)OCCO2)C(=O)CC(NC(C)=O)c1ccccc1 (stereo unspecified)
    5 | 3
- O=C(CS(=O)(=O)Cc1ccccc1)N1CCN(C(=O)c2ccco2)CC1
    -7 | -3
- O=C(CCc1ccccn1)N1CCCC(CNS(=O)(=O)c2cccs2)C1 (stereo unspecified)
    17 | -11
- CN(C)c1ccc(C=NNC(=S)Nc2ccc(F)cc2)cc1
    -9 | 11
- Cc1ccc(C=NNc2ccc([N+](=O)[O-])cn2)cc1
    -7 | 8

Part of the list above, set out differently:
CCOC(=O)c1cnc(SC2CC(=O)N(c3cccc(OC)c3)C2=O)nc1N (stereo unspecified)
- H9c2 TAG inh = -23
- H9c2 TAG inh DAPI viability = 7
O=C(Oc1coc(CSc2ncccn2)cc1=O)c1cccc([N+](=O)[O-])c1
- H9c2 TAG inh = -14
- H9c2 TAG inh DAPI viability = 5
Cc1ccc(C=NNc2ccc([N+](=O)[O-])cn2)cc1
- H9c2 TAG inh = -7
- H9c2 TAG inh DAPI viability = 8
CC(/C=C/c1ccccc1F)=N\NC(=O)c1ccc(Cl)cc1
- H9c2 TAG inh = -5
- H9c2 TAG inh DAPI viability = -12

Following part:
Order of results – H9c2 TAG inh | H9c2 TAG inh DAPI viability
- CN(C)CC/C=C1\c2ccc(F)cc2Sc2cc(F)c(Cl)cc21
    61* | -36*
- CC(C)N1CCC(N2CCN(C3CCCC3)CC2CCO)CC1 (stereo unspecified)
    15 | -14
- O=C(NNC1=Nc2ccccc2SC1)c1ccccc1F
    -22 | 6
- Cc1nc2cc(C)c(C)cc2o1
    2 | -2
- CCOC(=O)N1CCN(C(=O)C(NC(=O)C2CCC(C)CC2)C(C)C)CC1 (stereo unspecified)
    1 | -1
- CSc1ccccc1NC(=O)CN(c1cc(C)cc(C)c1)S(C)(=O)=O
    20 | -12
- O=C(CN1C(=O)NC2(CCCCCC2)C1=O)c1ccc(Cl)s1
    11 | 4
- O=C(CCNS(=O)(=O)c1cccc(Cl)c1)OCC(=O)N1CCN(C(=O)c2ccco2)CC1
    -6 | 2
- CC(C)(C)[C@H]1C=C(C(=O)N2CCN(Cc3ccccc3)CC2)O[C@@H](OCc2ccc(CO)cc2)C1
    1 | -4
- CC(C)C(NC(=O)C1CCC(C(C)(C)C)CC1)C(=O)NCc1cccnc1 (stereo unspecified)
    29 | -29
- Cc1ccc2nc(NC(=O)C3=NN(c4ccccc4)C(=O)CC3)sc2c1
    -5 | 4
- Cc1[nH]n(-c2ccccc2)c(=O)c1CCOC(=O)c1cccc(C(F)(F)F)c1
    28 | -6
- Cn1c(=O)n(Cc2ccc(F)cc2)c(=O)c2c1nc1n2CCCN1C1CCCCC1
    -46 | -7
- CC1=NN(c2nc3ccccc3[nH]2)C(=O)/C1=C/N(C)C
    11 | 1
- Cc1cccc(C(=O)NNC(=O)c2ccc(Cl)cc2)c1O
    0 | 0
- Cc1cccc(N2C(=O)C3C4C=CC(C5CC45)C3C2=O)n1 (stereo unspecified)
    -4 | -3
- Cc1ccc(NC(=O)c2ccccc2Br)cc1S(=O)(=O)N(C)C
    -2 | -4
- COC(=O)c1ccc(NC(=S)N2CCN(Cc3ccccc3Cl)CC2)cc1
    6 | 15
- C=C(C)Cn1c2ccc(NC(=S)NCc3ccccc3F)cc2c(=O)n1C
    0 | 10
- Cc1cc(C(=O)N2CCc3ccccc3C2)c(C)o1
    -1 | -2
- CCN(CC(=O)Nc1c(F)cccc1F)C(=O)CCC(=O)c1ccc(C)cc1
    -1 | 1
- CCCCc1cc(=O)oc2c(CN3CCCC3)c(O)c(Cl)cc12
    2 | 95
- NC(=O)CC(NC(=O)c1cccc(Br)c1)c1ccc(N2CCCCCC2)c([N+](=O)[O-])c1 (stereo unspecified)
    -4 | -4
- O=c1cc2c(c(-c3ccccc3)n1Cc1ccccc1)[C@H](CCO)NC2
    3 | -3
- Cc1cccc2c(C(=O)N3CCN(c4ccccn4)CC3)cc(-c3cccc(Br)c3)nc12
    -11 | -3
- Cc1ccc(N/C(=N/S(=O)(=O)c2cccs2)c2ccccc2)c(C)c1
    -13 | -11
- CCOC(=O)C1CCCN(c2nc3ccccc3nc2C(C#N)C(=O)OCC)C1 (stereo unspecified)
    11 | -12
- CCOC(=O)N1C2=NC(C(=O)OC)=C(C(=O)OC)[C@@H]3N(C)c4ccc(OC)cc4[C@]23C[C@H]1C(=O)OC
    9 | -8
- COc1cccc2cc(C(C)N(CCCN3CCOCC3)C(=S)Nc3cc(C)cc(C)c3)oc12 (stereo unspecified)
    12 | -7
- CNc1nc(SC(C)C(=O)Nc2ccc(Cl)c(Cl)c2)nc(N2CCOCC2)n1 (stereo unspecified)
    -1 | 0
- CCOC(=O)N1CCC(N2Cc3cccc(C(=O)Nc4ccc(F)cc4)c3C2=O)CC1
    33 | -6
